Assay outcomes (PubChem)
HDAC3 inh: inhibitors of human histone deacetylase 3. inhibition, % at 8.3 µM. 0.15% of 320,000 active. recombinant HDAC3, fluorogenic peptide/trypsin coupled, fluorescence; in the data active = inhibition above about 26%, passing the limit was not always enough
Target sequence (O15379 whole entry, looked up): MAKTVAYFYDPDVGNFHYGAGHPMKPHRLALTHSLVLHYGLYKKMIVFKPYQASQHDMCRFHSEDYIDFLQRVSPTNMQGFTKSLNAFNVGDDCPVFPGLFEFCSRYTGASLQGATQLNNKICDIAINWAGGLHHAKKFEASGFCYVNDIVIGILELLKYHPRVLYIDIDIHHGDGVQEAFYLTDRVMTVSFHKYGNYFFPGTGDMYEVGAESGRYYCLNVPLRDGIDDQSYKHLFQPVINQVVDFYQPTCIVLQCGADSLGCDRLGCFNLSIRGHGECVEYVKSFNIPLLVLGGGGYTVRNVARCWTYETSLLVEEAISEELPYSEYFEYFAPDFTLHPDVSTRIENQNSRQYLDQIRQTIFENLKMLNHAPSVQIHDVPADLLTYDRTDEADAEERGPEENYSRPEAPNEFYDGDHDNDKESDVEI
Dyrk1A ADPGlo: inhibitors of rat Dyrk1A kinase; AID 504441; 0.43% of 310,000 active; ADP-Glo luminescence, NFATc1 peptide; Q63470; inhibition, % at 12.5 µM; in the data active = inhibition above about 50%;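 note: plate controls were vehicle with enzyme for no effect and no enzyme for full effect; many of its hits are not listed in these tables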
KCNK9 block: human KCNK9 channel inhibition | HEK293 KCNK9, FluxOR thallium flux fluorescence; hits give low values | B-score at 10 µM | 1.2% of 310,000 active;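 active = ratio B-score over 3 SD below the library mean, with starting fluorescence within 5 SD of its mean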;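 note: negative B-score means less thallium flux so channel inhibition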
Target sequence (Q9NPC2 whole entry, looked up): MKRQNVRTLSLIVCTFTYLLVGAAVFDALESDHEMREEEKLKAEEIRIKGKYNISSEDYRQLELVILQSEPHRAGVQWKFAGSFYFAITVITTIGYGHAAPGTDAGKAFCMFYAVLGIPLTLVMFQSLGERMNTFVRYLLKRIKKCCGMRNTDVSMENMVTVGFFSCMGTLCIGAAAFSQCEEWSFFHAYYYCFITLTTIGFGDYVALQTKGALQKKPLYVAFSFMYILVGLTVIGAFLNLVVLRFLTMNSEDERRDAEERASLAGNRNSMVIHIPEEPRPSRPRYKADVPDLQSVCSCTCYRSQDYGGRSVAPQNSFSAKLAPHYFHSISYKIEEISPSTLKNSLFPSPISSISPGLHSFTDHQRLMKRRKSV
TRPC4 agonist: opens the mouse TRPC4 cation channel; Q9QUQ5; HEK293 TRPC4beta/mu-opioid, Fluo4 calcium fluorescence; hits give high values; B-score at 10 µM; 0.49% of 310,000 active; AID 2237;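 active = B-score above 5 SD of library B-scores, and initial fluorescence ratio not above library mean plus 5 SD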;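 note: positive B-score marks a calcium rise read as TRPC4 activation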
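Technique: kinetic Fluo4 calcium fluorescence; Test system: TRPC4beta and mu-opioid receptor HEK293 stable cells; Measure: B-scored integrated calcium fluorescence ratio; Benchmarks: low control buffer alone, high control maximal DAMGO; Schedule: 45 min room-temperature Fluo4 loading, 110 s read.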
TRPC4 potent: allosteric potentiators of mouse TRPC4 channel. Q9QUQ5. HEK293 TRPC4beta/mu-opioid, DAMGO EC20, Fluo-4 Ca2+ flux; hits give high values. B-score at 10 µM. 0.42% of 310,000 active. AID 2227;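 active = B-score of calcium response area above 5 SD of library B-scores, with initial fluorescence ratio within 5 SD of library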;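 note: B-score of integrated fluorescence ratio over time as area under calcium response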
hERG rescue: compounds protecting human hERG from proarrhythmic drug block | 0.51% of 310,000 active | CHO-hERG, FluxOR thallium flux, dofetilide IC70 present | activation (rescue from dofetilide block), less the hit threshold, % at 10 µM | Q12809 | AID 1511;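 active = activation above the mean of controls blocked by dofetilide plus 5 SD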;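 note: thallium influx through hERG after potassium depolarization seen as dye fluorescence rise; in these data hits start at about 4.7%; inactives centre near -7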
ANO1 block: inhibitors of mouse TMEM16A calcium-activated chloride channel; AID 588511; normalized B-score (activity score, 25-100; higher = stronger inhibition) at 10 µM; HEK293 TMEM16A/YFP iodide influx fluorescence, ionomycin; 1.2% of 310,000 active;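 active = ratio plate-corrected score three or more library SD toward inhibition, starting fluorescence score within five deviations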;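 note: score derived from kinetic fluorescence span divided by baseline fluorescence per well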
TMEM16A act: activates or potentiates the mouse TMEM16A chloride channel | Q8BHY3 | HEK293 TMEM16A/YFP-H148Q/I152L, iodide quench fluorescence; hits give low values | B-score at 10 µM | 0.3% of 340,000 active | AID 623877;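 active = fluorescence-ratio B-score plate-corrected deviation score at least 3 library SD below zero, with starting fluorescence score within 5 deviations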;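 note: channel opened by trigger with iodide after compound preincubation; score built on the fluorescence ratio of max minus min over baseline; more negative score means more quench and so TMEM16A activation or potentiation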
KCNQ1 block: inhibitors of human KCNQ1 potassium channel. P51787. CHO-K1 KCNQ1, FluxOR thallium flux fluorescence; hits give high values. B-score at 10 µM. 1.3% of 310,000 active. AID 2642;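 active = compounds whose thallium flux B-score, printed positive for inhibition, exceeds three library SD while starting fluorescence stays within three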;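 note: channel opened by potassium depolarization with thallium stimulus after 20 min compound exposure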
KCNK3 inh: human KCNK3 channel inhibition, primary screen | 0.84% of 340,000 active | B-score at 10 µM | O14649 | CHO-KCNK3 thallium flux, FluxOR fluorescence; hits give low values;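 active = B-score under library mean minus 4 SD, starting fluorescence ratio at most library mean plus 5 SD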;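 note: more negative B-score means stronger inhibition of thallium flux through KCNK3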
KCNQ1 pot: potentiates or activates the human KCNQ1 potassium channel. P51787. CHO-K1 KCNQ1, thallium flux FluxOR fluorescence; hits give high values. B-score at 10 µM. 0.35% of 310,000 active. AID 2648;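 active = fluorescence ratio B-score, a plate-corrected score, at least three library SD, with initial intensity B-score within 5 SD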
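Doses: Single concentration per compound, DMSO matched to controls | Test system: KCNQ1-transfected CHO-K1 cells | Timing: 90 min dye loading and 20 min compound exposure, both at room temperature | Measured by: Kinetic FluxOR thallium fluorescence, 10-s 1-Hz baseline, 110-s post-stimulus read | Medium: Assay buffer with matched DMSO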
Active calls of the source: *; i = inactive; x = no result given. Not all compounds are listed (hit frequency here may not be typical).

SMILES	HDAC3 inh	Dyrk1A ADPGlo	KCNK9 block	TRPC4 agonist	TRPC4 potent	hERG rescue	ANO1 block	TMEM16A act	KCNQ1 block	KCNK3 inh	KCNQ1 pot
CC(=O)NC1N=C(C)N(c2ccccc2)C1=O (stereo not given)	4	7	i	i	i	-8	i	i	i	i	i
COc1ccc(C(=O)c2c(C)oc3cc([N+](=O)[O-])c(O)c([N+](=O)[O-])c23)cc1	16	0	i	i	i	-11	i	i	i	i	i
Cc1cc(C)c(S(N)(=O)=O)c(C)c1N(C)S(=O)(=O)c1ccc(Cl)cc1	-5	14	i	i	i	-10	i	i	i	i	i
COc1cccc(=O)c2c(C)n(CC(=O)c3ccccc3)c(C)c12	13	x	i	i	i	-13	i	i	i	i	i
O=S(=O)(Nc1ncccn1)c1ccc(NC(=S)NCCc2ccccc2)cc1	2	x	i	i	i	-4	i	i	i	i	i
COc1ccc(-c2cc(=O)[nH][nH]2)cc1	7	63*	i	i	i	-9	i	i	i	i	i
CCOC(=O)C(NCCc1ccccc1)(NC(=O)CC)C(F)(F)F (stereo not given)	2	4	i	i	i	-2	i	i	i	i	i
O=S(=O)(c1ccc(F)cc1)N1CCn2c(nc3ccccc32)C1	-8	4	i	i	i	-6	i	i	i	i	i
O=C(NC1CCCCC1)c1c(O)nc2sccn2c1=O	5	0	i	i	i	-4	i	i	i	i	i
O=C(O)c1ccccc1N/N=C/c1cc(Br)cc(Br)c1O	0	15	i	i	i	-13	25*	i	6*	i	i
CC(C)(C)C(=O)Nc1nnc(-c2ccccc2)c(-c2ccccc2)n1	-1	4	i	i	i	-4	i	i	i	i	i
CCc1nc(SCc2ccccc2C#N)n[nH]1	0	5	i	i	i	0	i	i	i	i	i
CCOC(=O)COc1ccc(S(=O)(=O)NCC2CCCO2)cc1 (stereo not given)	-2	-4	i	i	i	0	i	i	i	i	i
O=C(COC(=O)CCc1c[nH]c(=O)[nH]1)Nc1ccccc1Cl	-1	-5	i	i	i	-9	i	i	i	i	i
CC(=O)c1cc2c(cc1NC(=O)c1cc(C)nn1-c1ccccc1)OCO2	1	0	i	i	i	-4	i	i	i	i	i
COc1ccc(C2CC(c3ccc(Br)cc3)=NN2C(=O)CSC2=NN3CCCC(=O)N=C3S2)cc1 (stereo not given)	2	-5	i	i	i	-10	i	i	i	i	i
Cc1ccc(C(=O)Nc2ncn[nH]2)cc1	0	-1	i	i	i	-9	i	i	i	i	i
CCCn1c(C)cc(-c2csc(N)n2)c1C	-1	-1	i	i	i	-11	i	i	i	i	i
S=c1[nH]nc(CNc2cccc(Cl)c2)o1	4	-4	i	i	i	-9	i	i	i	i	i
CC(C)(CN1CCCC1)NS(=O)(=O)c1ccc(Cl)cc1	-4	1	i	i	i	-5	i	i	i	i	i
CC(=O)c1c(C)[nH]c(C(=O)N(CCc2ccccc2)Cc2ccccc2)c1C	2	0	i	i	i	-11	i	i	i	i	i
CC(C)C(=O)NC(C)C(c1cccs1)N1CCN(C)CC1 (stereo not given)	6	1	i	i	i	-1	i	i	i	i	i
CSCC[C@H](NC(=O)OC(C)(C)C)C(=O)N/N=C/c1cccc2nccnc12	0	x	i	i	i	-2	i	i	i	i	i
COc1ccc(OC)c(C2CC(=O)c3c([nH]c(C(=O)OCC4CCCO4)c3C)C2)c1 (stereo not given)	1	15	i	i	i	-6	i	i	i	i	i
CCCN1CN(Cc2ccccc2)CC2=C1CC(C)(C)CC2=O	9	7	i	i	i	-7	i	i	i	i	i
COCCCn1c(C)nnc1SCC(=O)Nc1cccc(C)c1	-9	-5	i	i	i	-4	i	i	i	i	i
CCOc1cc(CNc2ccc3c(c2)CCC3)ccc1O	-4	2	i	i	i	-13	i	i	i	i	i
CCC(=O)Nc1nnc(Sc2ccc(N(C)C)cc2)s1	7	0	i	i	i	-7	i	i	i	i	i
CCOC(=O)C1=C(C)NC(=O)NC1c1ccc(NC(C)=O)cc1 (stereo not given)	-5	-4	i	i	i	-7	i	i	i	i	i
O=C(O)C1=C[C@@H](c2coc3ccccc3c2=O)C[C@@H](OCCCCO)O1	-2	28	i	i	i	-8	i	i	i	i	i

Grouped by structure: those above containing two or more sulfur atoms
SMILES	HDAC3 inh	Dyrk1A ADPGlo	KCNK9 block	TRPC4 agonist	TRPC4 potent	hERG rescue	ANO1 block	TMEM16A act	KCNQ1 block	KCNK3 inh	KCNQ1 pot
Cc1cc(C)c(S(N)(=O)=O)c(C)c1N(C)S(=O)(=O)c1ccc(Cl)cc1	-5	14	i	i	i	-10	i	i	i	i	i
O=S(=O)(Nc1ncccn1)c1ccc(NC(=S)NCCc2ccccc2)cc1	2	x	i	i	i	-4	i	i	i	i	i
COc1ccc(C2CC(c3ccc(Br)cc3)=NN2C(=O)CSC2=NN3CCCC(=O)N=C3S2)cc1 (stereo not given)	2	-5	i	i	i	-10	i	i	i	i	i
CCC(=O)Nc1nnc(Sc2ccc(N(C)C)cc2)s1	7	0	i	i	i	-7	i	i	i	i	i

Next part
SMILES	HDAC3 inh	Dyrk1A ADPGlo	KCNK9 block	TRPC4 agonist	TRPC4 potent	hERG rescue	ANO1 block	TMEM16A act	KCNQ1 block	KCNK3 inh	KCNQ1 pot
COC(=O)c1sccc1NC(=O)c1ccc(C)o1	-1	6	i	i	i	-3	i	i	i	i	i
COC(=O)c1cn(C(=O)c2ccc(OC)cc2)c2ccccc12	9	7	i	i	i	-4	i	i	i	i	i
COc1ccc(-c2nc(CSCC(=O)N3CCN(C)CC3)c(C)o2)cc1OC	-2	4	i	i	i	-4	i	i	i	i	i
Nc1c(C(=O)NCCC2=CCCCC2)sc2ccc(S(=O)(=O)N3CCCCC3)cc12	0	-2	i	i	i	-11	i	i	i	i	i
O=C(CCSc1nnc2scc(-c3ccccc3)n12)Nc1nc(-c2ccccc2)ns1	-8	-5	i	i	i	-9	i	i	i	i	i
CCn1cc(CN2CCC(n3nccc3NC(=O)C3CCCC3)CC2)c(C)n1	-4	-3	i	i	i	-7	i	i	i	i	i
Clc1ccccc1CSc1nnc(-c2cccnc2)n1Cc1ccco1	3	-1	i	i	i	-15	i	i	i	i	i
O=C(NNc1ccc(Cl)nn1)c1ccc(Cl)cc1	-3	-12	i	i	i	-4	i	i	i	i	i
COc1cccc(OC)c1OCCN1CCN(C(c2ccccc2)c2ccccc2)CC1	-3	2	i	i	i	-14	i	i	i	i	i
Cc1oc2c(CN3CCCC3)c(O)ccc2c(=O)c1Oc1ccccc1Br	-103	1	i	i	i	-10	i	i	i	i	i
O=C1CCCC(O)=C1C1C2=C(CCCC2=O)OC2=C1C(=O)CCC2	-7	1	i	i	i	-5	i	i	i	i	i
Cc1ccc(-c2n[nH]c(=O)c3ccccc23)cc1S(=O)(=O)Nc1ccccc1	-7	0	i	i	12*	-12	i	i	i	i	i
O=C(Nc1ccon1)C1CCN(S(=O)(=O)c2cccs2)CC1	-5	2	i	i	i	-8	i	i	i	i	i
O=C(Nc1ccc(Cl)cc1)Nc1cccc(C(=O)O)c1	-1	19	i	i	i	-5	i	i	i	i	i
COc1cc(/C=C/C(=O)OCC(=O)Nc2oc(C)c3c(C)n[nH]c(=O)c23)ccc1OC(F)F	1	1	i	i	i	-7	i	i	i	i	i
Cc1cc(S(=O)(=O)Nc2c(C(=O)O)[nH]c3ccccc23)ccc1F	0	3	i	i	i	-2	i	i	i	i	i
O=C(Nc1cccc(Cl)c1)C1COc2ccccc2O1 (stereo not given)	9	-2	i	i	i	-8	i	i	i	i	i
CC(C)CCCCCCNC(=S)Nc1ccc(S(=O)(=O)N2CCOCC2)cc1	29*	8	i	i	i	-11	100*	i	i	i	i
CC1(C)NC(=O)N(CCCCOc2cccc(C(F)(F)F)c2)C1=O	2	1	i	i	i	-12	i	i	i	i	i
CCOC(=O)C1CCN(C(=O)/C(C)=C\c2ccccc2)CC1	x	4	i	i	i	-3	i	i	i	i	i
CCCCCCCCCOC1OC(CO)C(O)C(O)C1NC(C)=O (stereo not given)	3	3	i	i	i	-8	i	i	i	i	i
Cc1nc2cc(NC(=O)COc3ccccc3C#N)ccc2n1-c1ccccc1	3	10	i	i	i	-9	i	i	i	i	i
O=S(=O)(NCCc1cccs1)c1ccc(Br)cc1	3	8	i	i	i	-13	i	i	i	i	i
Cc1cc(C2C(=O)C(C(=O)c3ccc(Cl)cc3)C(=O)CC2(C)C)on1 (stereo not given)	-1	-2	i	i	i	-6	i	x	i	i	i
CC1CCC2C(C1)Nc1c(C(=O)O)cccc1C2(C)C (stereo not given)	-45	-5	i	i	i	-6	i	i	i	i	i
O=C(Cc1ccc(-n2c(=O)c3ccccc3n(Cc3ccccc3F)c2=O)cc1)NCC1CCCO1 (stereo not given)	-2	-3	i	i	i	-7	i	i	i	i	i
O=C(CP(=O)(c1ccccc1)c1ccccc1)Nc1nc2ccccc2s1	-10	5	i	i	i	-8	i	i	i	i	i
O=C(N/N=C/c1cccnc1)c1cc(Br)ccc1O	2	0	i	i	i	-2	i	i	i	i	i
O=C(C#Cc1cccc([N+](=O)[O-])c1)c1ccccc1	-5	-8	i	i	i	-11	i	i	i	i	i
O=C(/C=C/c1ccccc1Cl)NC(=S)Nc1ccccc1C(=O)NC1CCCCC1	1	1	i	i	i	-7	i	i	i	i	i
N#CC(C(=O)C1CCCCC1)c1nc2ccccc2[nH]1 (stereo not given)	4	8	i	i	i	0	i	i	i	i	i
O=S(=O)(c1ccccc1C(F)(F)F)N1CCC(n2cnc3ccccc32)CC1	5	1	i	i	i	-9	i	i	i	i	i
CC(C)(C)C(=O)Cn1nc(Cl)nc1Cl	7	-1	i	i	i	-11	i	i	i	i	i
COc1cccc(-c2noc(-c3ccc(Cl)nc3)n2)c1	3	-1	i	i	i	-5	i	i	i	i	i
O=C(NC1CC1)C1=C[C@H](c2csc3ccccc23)C[C@H](OCCCCO)O1	-1	3	i	i	i	-13	i	i	i	i	i
CCc1nn(C(CC)C(=O)NCc2cccs2)c(=O)c2cc3occc3n12 (stereo not given)	-1	10	i	i	i	-6	i	i	i	i	i
Cc1cc2nnn(-c3nnc(-c4ccccc4)c4ccccc34)c2cc1C	5	2	i	i	i	-8	i	i	i	i	i
CCOC(=O)C1CCCN(Cc2nc(Cc3cccc(F)c3)no2)C1 (stereo not given)	x	3	i	i	i	-20	i	i	i	i	i
CC1=CCC(C(=O)O)(C(=O)N/N=C/c2cccnc2)C(c2ccccc2)C1 (stereo not given)	1	-5	i	i	i	-12	i	i	i	i	i
O=C1CCCS(=O)(=O)c2ccccc21	4	1	i	i	i	-1	i	i	i	i	i
CCOc1c(CNCc2ccc(C(=O)O)cc2)cccc1OC	6	-5	i	i	i	-4	i	i	i	i	i
